# Source: PubChem
# Autophagy HCS – alters autophagy in cells; MEF GFP-LC3 puncta imaging; test concentration mostly 10 µM; 190,000 tested, 0.98% active; calls only at 10 µM (by protocol); AID 463193;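 active = percentage of spot-positive cells more than 3 SD above its plate mean, without a fluorescence outlier flag or 80% toxicity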;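 note: spot-positive cell cutoff set from DMSO-treated cells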
# WT yeast gro inh – growth inhibition of WT yeast, mitochondrial fusion screen; inhibition, % at 10 µM; mitochondrial fusion phenotypic screen, WT strain; 190,000 tested, 2.1% active; in the data active = inhibition above about 58%; tested in S. cerevisiae
# PMI inhibitors – MPI enzyme activity inhibition – biochemical, fluorescence intensity, coupled assay, primary screen (AID 1209); inhibition, % at 20 µM, or IC50 in µM where a hit was titrated; 190,000 tested, 0.42% active; purified PMI enzyme, coupled fluorescence intensity; higher % means a stronger effect;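 note: plate controls were DMSO vehicle for no effect and wells lacking substrate for full effect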
# Ins promoter up – MIN6 insulin promoter up-regulation; AID 1625; MIN6 insulin promoter-GFP reporter, high-content imaging; stronger effect = higher value; 190,000 tested, 0.3% active; z-score at 5 µM;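 active = z-score above 3 at 5 µM with at least 500 cells counted in the well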
# human PMI inhibitors – MPI inhibition at elevated mannose 6-phosphate – biochemical, fluorescence intensity, high mannose 6-phosphate, primary screen (AID 1220). inhibition, % at 20 µM, or IC50 in µM where a hit was titrated. 190,000 tested, 0.66% active. recombinant PMI enzyme, coupled fluorescence intensity; higher % means a stronger effect
# Yfh1-off respiration – mitochondrial function rescue without frataxin homolog – Friedreich's ataxia, plus single-dose screen, dose response (AID 1465); fold induction at 50 µM; hits with a dose series show EC50 in µM; 220,000 tested, 0.074% active; S. cerevisiae Yfh1-off respiration, WST-1 reduction, 72 h; higher fold induction means a stronger effect;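 active = fold induction of absorbance versus untreated yeast above a set limit, then at least 30% activation at any dose in follow-up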;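 note: activators that raise dye reduction in frataxin-depleted yeast; strong numbers were not always called active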
# Dynein transport – blocks dynein driven cargo transport along microtubules. z-score, hits read low. 220,000 tested, 0.47% active. 3617.4 mouse cells, GR-EGFP nuclear translocation imaging; test concentration mostly 20 µM; stimulated with dexamethasone, 1 µM; stronger effect = lower value;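 active = plate z-score of nuclear minus cytoplasmic receptor signal below a set negative limit, without overly bright fluorescence or cell loss, cut at about -3.5 in these data, passing the limit was not always enough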;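 note: z-score of nuclear minus cytoplasmic ring GR-EGFP intensity difference per well; some compounds called inactive have numbers as strong as hits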
#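 Buffer or medium: Induction medium lacking tetracycline, stripped serum | Also added: Dexamethasone agonist, 1.0 µM final, for 30 min | Timing: 48 h induction, 1 h compound, 30 min dex at 37 °C | Detection: Formaldehyde fixation, Hoechst nuclear stain, 10x automated fluorescence imaging | Measure: Nuclear versus cytoplasmic GR-EGFP signal, averaged per well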
# bCat nuc transl – alters nuclear translocation of beta-catenin in HeLa cells. AID 1665. 190,000 tested, 0.3% active. nuclear translocation activity, % at 5 µM. immunofluorescence imaging;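 active = nuclear translocation activity above 50% at 5 µM, with a well cell count of 50 or more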;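 note: per-cell ratio of nuclear to cytoplasmic median beta-catenin stain intensity; plate controls were DMSO negative control for no effect and GSK-3 inhibitor IX positive control for full effect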
#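 Assay system: human HeLa cells, native beta-catenin; doses: 5 µM primary, 0.02–20 µM confirmation; incubation: compound treatment 24 h, 37°C, 5% CO2; technique: fluorescence imaging of beta-catenin antibody stain plus DAPI; measure: % activation, nuclear-to-cytoplasmic median beta-catenin signal ratio per cell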
# MT stabilize HCS – stabilizes microtubules in HeLa cells | HeLa tubulin immunostaining HCS, 24 h; share of cells brighter than vehicle mean+2SD | % tubulin-high responders, % at 10 µM | 200,000 tested, 0.83% active | AID 2205;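 active = plate Z-score above 3 for both tubulin-high and condensed-nucleus cell shares, with cell loss under 80%, at 10 µM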;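 note: anti alpha tubulin signal scored within the nucleus-defined area of each cell; some results filed as inactive read as strong as hits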
# WT yeast gro inh mutant strain – second read-out of WT yeast gro inh, no call of its own (marks repeat the call); inhibition, %; mitochondrial fusion phenotypic screen, mutant strain inhibition
# Dynein transport cytoplasmic EGFP – second read-out of Dynein transport, no call of its own (marks repeat the call); z-score; measured here: cytoplasmic GR-EGFP intensity; stronger effect = higher value
# Dynein transport nuclear GR-EGFP – second read-out of Dynein transport, no call of its own (marks repeat the call); z-score; measured here: nuclear GR-EGFP intensity;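 lower value marks the stronger effect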
# Dynein transport cell count – further read-out of Dynein transport, marked with its call; z-score; measured here: cell count per field
# Ins promoter up cell count – also measured in Ins promoter up; calls as there; cell count; measured here: cytotoxicity, nuclei count;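 total cells summed across four imaged fields per well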
# bCat nuc transl cell count 5 µM – also measured in bCat nuc transl; calls as there; cell count; measured here: cell count, cytotoxicity flag
# MT stabilize HCS Hoechst-high % – also measured in MT stabilize HCS; calls as there; % Hoechst-high responders; measured here: nuclear condensation Hoechst responders;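 share of cells brighter than vehicle mean plus two SD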
# MT stabilize HCS cytotoxicity % – recorded beside MT stabilize HCS, whose call it bears; toxicity, %; measured here: cytotoxicity by cell density;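 0% = mean cell density of plate MIN control wells and 100% = no cells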
# Autophagy HCS cell loss 18 h – further read-out of Autophagy HCS, marked with its call; toxicity, %; measured here: cell loss, nuclei count;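 cell loss after 18 h compound exposure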
# An asterisk follows results filed as active; i = inactive; . = not tested or not shown. Cut-off read from the data, not from the text of the source, unless noted: active = inhibition above about 50%; inactive = the rest.
SMILES,Autophagy HCS,Autophagy HCS cell loss 18 h,WT yeast gro inh,WT yeast gro inh mutant strain,PMI inhibitors,Ins promoter up,Ins promoter up cell count,human PMI inhibitors,Yfh1-off respiration,Dynein transport,Dynein transport cytoplasmic EGFP,Dynein transport nuclear GR-EGFP,Dynein transport cell count,bCat nuc transl,bCat nuc transl cell count 5 µM,MT stabilize HCS,MT stabilize HCS Hoechst-high %,MT stabilize HCS cytotoxicity %
C[n+]1cc(-c2ccccc2)n2c1CCCCC2,i,3,8,9,20%,-0.26,1493,-2%,i,-0.57,-0.25,-0.93,0.51,2.6,1358,2.1,1.3,6.4
COc1ccc(C)cc1S(=O)(=O)N(C)CC(=O)N1CCN(C)CC1,i,26,-3,-2,-14%,-0.51,773,-8%,i,0.25,-0.1,0.29,0.18,.,.,2.1,1.4,7.8
COc1ccc(-c2nnc3sc(COc4ccccc4)nn23)cc1,i,-1,5,-8,0%,0.09,1334,6%,i,0.73,-0.25,0.94,0.63,-6.0,925,4.5,2.4,13
NNC(=S)NC1CCCCCCCCCCC1,.,.,.,.,.,0.15,1340,.,i,-1.6,-0.26,-0.72,1.3,1.6,1301,.,.,.
Clc1cccc(Oc2cnns2)c1Cl,i,30,-4,-6,8%,0.98,1217,11%,i,3.9,-0.29,1.8,-1.2,2.7,1422,3.0,1.0,3.1
O=c1[nH]ncc(N/N=C\c2ccncc2)c1Cl,i,3,-4,1,-8%,0.23,1247,-3%,i,0.87,-0.37,-0.014,0.23,0.7,944,12,1.7,8.5
Cc1ccc2c(c1)C1(OCCO1)C(=O)N2,i,28,7,6,-1%,.,.,-1%,i,-0.13,-0.051,0.3,0.15,0.9,946,2.0,2.0,5.7
CCCOC(=O)c1ccc(NC(=O)c2ccoc2C)cc1,i,-9,20,5,4%,1.2,1341,6%,i,-0.42,-0.22,0.086,1.1,-1.7,546,1.6,0.7,34
Cc1ccc(C(=O)N2C(=O)C(c3ccccc3)Oc3ccccc32)cc1 (stereo unspecified),.,.,.,.,.,-0.28,1052,.,i,0.074,-0.18,-0.03,-0.033,-0.5,1408,.,.,.
CS(=O)(=O)CC(=O)Nc1ccc2nc3n(c(=O)c2c1)CCCCC3,.,.,.,.,.,0.95,975,.,i,1,0.14,0.85,-0.69,-1.9,1398,.,.,.
NC(=O)CSc1nnc(-c2ccccn2)n1N,.,.,.,.,.,0.72,1000,.,i,-0.18,-0.28,0.34,0.69,-0.4,1329,.,.,.
Cc1cc(C(=O)N=Nc2c(O)n(C(C)C)c3ccccc23)n[nH]1,i,39,-1,1,16%,-1.4,1307,25%,i,-0.24,-0.19,-0.2,-0.27,-2.6,1451,2.3,1.4,8.0
CCOc1ccc(NC(C)c2cc(Cl)ccc2O)cc1 (stereo unspecified),i,-5,7,0,23%,.,.,21%,i,0.81,0.15,0.37,-2.8,-0.7,1040,4.3,2.5,7.5
O=c1cc(O)nc(SCc2ccc(Cl)cc2)[nH]1,i,-14,20,23,12%,1.2,1537,9%,i,-1.1,-0.2,-0.17,0.46,-3.4,942,4.3,2.7,8.1
CCCOc1cc(C)c(S(=O)(=O)N2CCOCC2)cc1C,i,-19,-16,6,-3%,-0.15,1127,5%,i,-1.1,-0.13,-0.35,1.1,-4.9,530,2.5,1.2,7.9
Cc1ccc(C(=O)CC2SC(N)=NC2=O)cc1 (stereo unspecified),i,9,5,8,9%,0.44,1802,6%,i,-0.33,-0.16,-0.33,1.1,0.5,1040,1.6,1.1,4.8
CCOC(=O)Cc1ncccc1C(=O)Nc1ccc(Oc2ccccc2)cc1,i,-3,-9,11,-6%,0.54,1232,4%,i,-0.33,-0.3,0.2,-0.1,-0.8,1062,1.3,2.2,5.4
CC(=O)N1N=C(c2cccc([N+](=O)[O-])c2)OC1(C)CC(=O)Nc1ccccc1 (stereo unspecified),i,14,0,2,14%,0.17,1501,8%,i,0.36,-0.23,0.28,0.59,-0.8,1053,5.4,2.5,6.3
Cc1c([N+](=O)[O-])c([N+](=O)[O-])nn1CC(=O)N1CCCCC1,i,-9,-22,-3,-8%,-0.18,1244,-6%,i,-0.51,-0.22,-0.5,0.72,0.7,551,4.4,2.2,9.9
CC1CCCN(C(=S)SCC(=O)c2cc(Br)cc(Br)c2O)C1 (stereo unspecified),i,-6,12,-20,66%*,-0.11,1531,.,i,-0.19,-0.32,0.13,-0.16,1.7,896,2.3,1.7,7.3
COc1ccc(OC)c(NC(=O)c2ccc(-c3cccs3)cc2)c1,i,12,46,11,-14%,-0.47,1264,12%,i,1.6,-0.19,0.6,-1.2,3.9,1064,2.3,1.6,3.8
O=C(/C=C/c1ccc2c(c1)OCO2)NCCSCc1ccc(Cl)cc1Cl,i,9,46,35,22%,0.32,1274,13%,.,-0.53,-0.24,-0.67,0.58,-1.2,894,1.3,1.0,7.4
CCc1cccc(OCCn2ccnc2)c1,i,0,-7,-7,-8%,0.72,1094,-21%,i,-0.45,-0.27,-0.21,0.34,.,.,2.9,2.8,5.2
COc1ccc(-n2c(CCc3ccccc3)nnc2SCC(=O)NCc2ccccc2)cc1,i,-4,-14,-13,1%,0.91,972,-8%,i,0.3,-0.038,0.26,0.14,4.5,995,2.5,1.9,11
CC(=O)NCc1ccc(-c2nc3ccccc3s2)cc1,i,14,14,12,8%,0.25,1598,8%,i,0.27,-0.33,0.57,0.35,-2.9,1048,7.0,2.6,9.0

# Random excerpt: two compounds from above
SMILES,Autophagy HCS,Autophagy HCS cell loss 18 h,WT yeast gro inh,WT yeast gro inh mutant strain,PMI inhibitors,Ins promoter up,Ins promoter up cell count,human PMI inhibitors,Yfh1-off respiration,Dynein transport,Dynein transport cytoplasmic EGFP,Dynein transport nuclear GR-EGFP,Dynein transport cell count,bCat nuc transl,bCat nuc transl cell count 5 µM,MT stabilize HCS,MT stabilize HCS Hoechst-high %,MT stabilize HCS cytotoxicity %
Clc1cccc(Oc2cnns2)c1Cl,i,30,-4,-6,8%,0.98,1217,11%,i,3.9,-0.29,1.8,-1.2,2.7,1422,3.0,1.0,3.1
NNC(=S)NC1CCCCCCCCCCC1,.,.,.,.,.,0.15,1340,.,i,-1.6,-0.26,-0.72,1.3,1.6,1301,.,.,.

# (more compounds)
SMILES,Autophagy HCS,Autophagy HCS cell loss 18 h,WT yeast gro inh,WT yeast gro inh mutant strain,PMI inhibitors,Ins promoter up,Ins promoter up cell count,human PMI inhibitors,Yfh1-off respiration,Dynein transport,Dynein transport cytoplasmic EGFP,Dynein transport nuclear GR-EGFP,Dynein transport cell count,bCat nuc transl,bCat nuc transl cell count 5 µM,MT stabilize HCS,MT stabilize HCS Hoechst-high %,MT stabilize HCS cytotoxicity %
CCn1c(-c2ccccc2)csc1=Nc1ccc(S(=O)(=O)O)cc1,i,-3,-7,2,-20%,-0.09,1361,-24%,i,-0.17,-0.21,-0.44,0.87,.,.,2.2,4.1,4.9
O=C(O)c1cccc(S(=O)(=O)Nc2ccccc2-c2ccccc2)c1,i,17,-6,-6,-18%,0.15,1569,-12%,i,-0.096,-0.29,0.42,0.26,-4.7,1097,2.7,2.0,3.6
Cc1ccc(OCCCSc2n[nH]c(N)n2)cc1,i,19,-4,0,14%,-1,1413,18%,i,0.023,-0.28,0.23,0.025,-0.1,991,2.7,3.0,8.4
Cc1c(NC(=S)SCc2ccccc2)c(=O)n(-c2ccccc2)n1C,i,10,5,-5,-8%,-0.51,1413,-10%,i,-0.91,-0.21,-0.6,0.81,0.1,1092,1.5,2.0,5.6
Cn1c(=O)c2c(nc(-c3ccccc3)n2C)n(Cc2ccccc2)c1=O,i,7,-13,-5,5%,0.01,854,11%,i,0.33,-0.21,0.29,-0.37,-2.0,462,1.7,1.8,5.0
COc1ccc(C(=O)Oc2ccc(/C=N/O)cc2)cc1,i,-1,1,12,2%,-1.6,1316,-4%,i,-1.5,-0.25,-0.37,2.6,-1.4,778,4.3,2.7,5.3
CCn1c2ccccc2c2cc(NC(=O)COC(=O)c3ccccc3O)ccc21,i,11,-9,4,0%,1.6,1321,3%,i,-1.3,-0.36,0.12,1.1,-0.2,1561,4.7,2.5,7.5
COc1ccc(CCNC(=O)CSc2nc3[nH]ncc3c(=O)[nH]2)cc1OC,i,-4,2,3,-7%,0.66,1282,-9%,i,-0.081,-0.28,0.078,0.47,2.6,1104,2.2,1.2,5.0
Cc1sc2nc(SC(C)C)nc(N)c2c1C,i,-48,1,-3,17%,0.89,1336,20%,i,2.1,0.58,0.72,-0.43,-0.8,1396,3.1,0.8,3.8
O=C(CSc1nnc(C2COc3ccccc3O2)o1)N1CCCCC1 (stereo unspecified),i,6,7,-8,0%,-0.63,992,4%,i,-0.74,-0.06,-0.21,0.45,.,.,7.4,3.0,5.3
Cc1cc(C(=O)Nc2cccc3ccccc23)n(-c2ccccc2)n1,i,-2,0,-5,-12%,-1.2,1118,18%,i,0.46,-0.34,-0.029,0.58,-0.6,1140,1.4,2.3,7.5
CCCCNC(=O)CN(CCc1ccccc1)S(C)(=O)=O,i,-8,-26,-30,-13%,-0.72,1082,-2%,i,1.5,-0.29,0.5,-0.049,.,.,2.3,1.8,15
COc1ccc(CN=C(Nc2ccccc2)SC2CC(=O)NC2=O)cc1 (stereo unspecified),i,1,-15,-14,4%,0.14,1581,3%,i,-0.7,-0.15,-0.39,0.54,0.2,879,2.6,2.7,8.7
Cc1cc(=O)oc2cc(OCC(=O)N/N=C/c3ccccc3[N+](=O)[O-])ccc12,i,-3,-1,-19,11%,-0.23,1444,11%,i,-0.35,-0.039,-0.18,-0.29,-1.7,1168,6.1,2.2,10
COc1ccc(CC(=O)N/N=C/C=C/c2cccc([N+](=O)[O-])c2)cc1OC,.,.,.,.,.,-0.2,1369,.,i,-0.079,-0.25,-0.00064,-0.4,-0.3,1134,.,.,.
COc1ccc(C(C)=O)cc1CSCC(=O)O,i,-1,-5,-6,-9%,0.23,1595,2%,i,0.27,-0.3,-0.44,-0.26,1.9,956,2.1,1.5,5.3
